# Screening data deposited in PubChem BioAssay by National Center for Advancing Translational Sciences (NCATS).
# D2 agonist – HTS Assay for Allosteric Agonists of the Human D2 Dopamine Receptor: Primary Screen for Agonists | D(2) dopamine receptor (Homo sapiens), P14416 | HEK293 T-REx D2 cells, calcium flux agonist mode | activation, % at 2 µM | 340,000 compounds, 0.53% hits | AID 485358, 2010;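 active means activation over 3 SD above normal in the single-dose calcium agonist read, cut at about 30% in these data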; further: 0% is about no effect
#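 Calcium-flux readout, 1 cycle/sec over 180 s following compound pin transfer, in inducible HEK293 Trex D2 cells (force-coupled); dopamine controls included. Positive calcium responses during this window marked compounds as potential agonists.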
# RGS4 inhibitor – Inhibitors of Regulator of G Protein Signaling (RGS) 4: qHTS. Regulator of G-protein signaling 4 (Homo sapiens), P49798. Transcreener GDP fluorescence polarization, RGS4-accelerated GTP hydrolysis. Potency, µM (doses to about 114 µM), for inactives: top-dose activity change, negative = inhibition, most hits filed as inhibitors. 390,000 compounds, 0.039% hits. AID 504845, 2011; further: potency means the concentration at half of the fitted maximal effect; on the % scale 0 is the no-effect control and ±100 the full control effect; nearly all actives have a fitted effect of over 75% in size; some results filed as inactive show a strong effect at the top dose
# Target sequence (P49798 whole entry, looked up): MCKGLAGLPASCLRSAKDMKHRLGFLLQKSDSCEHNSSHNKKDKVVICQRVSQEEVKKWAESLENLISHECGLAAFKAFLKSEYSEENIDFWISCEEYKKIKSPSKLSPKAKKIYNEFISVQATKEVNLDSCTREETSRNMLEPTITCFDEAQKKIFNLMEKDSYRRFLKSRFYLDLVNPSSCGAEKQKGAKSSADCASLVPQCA
#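 MLSMR compounds (23 nl, pin-transferred) preincubated 10 min at room temperature with a 500nM (2x) first reagent, then RGS4 at 900nM (2x) plus Transcreener GDP mix added; fluorescence polarization (620/688 nm) read before and after 90 min at 30 °C.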
# LDHA inh – qHTS assay for inhibitors of human lactate dehydrogenase; AID 1347041, 2019; purified LDHA, NADH/diaphorase-resazurin fluorescence; active compounds read low; activity change, % (values are at about 110 or 230 µM); 480,000 compounds, 0.15% hits; in the data active means activity change below about -30%; inconclusive means mostly about -25% to -30%;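 further: plate controls were DMSO wells for no effect and wells without enzyme for full effect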
#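 Human LDH5 (2 nM) was incubated with 0.06 mM NADH and 0.2 mM pyruvate for 5 min at room temperature in Tris pH 7.4. Remaining NADH was coupled through diaphorase/resazurin, and resorufin fluorescence was read at 0 and 20 min.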
# D2 antag – HTS Assay for Allosteric Antagonists of the Human D2 Dopamine Receptor: Primary Screen for Antagonists; D(2) dopamine receptor (Homo sapiens), P14416; HEK293 TREx D2 cells, calcium flux, dopamine EC80; inhibition, % at 10 µM; 340,000 compounds, 2% hits; AID 485344, 2010; in the data active means inhibition above about 30%; further: 0% is about no effect
#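 Dopamine at EC80 is the agonist stimulus; test compounds precede it by 180 s. Calcium flux read kinetically in a force-coupled, inducible HEK293 T-REx D2 cell line.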
# Vif-APOBEC3G blk – qHTS for Inhibitors of Vif-A3G Interactions: qHTS | DNA dC->dU-editing enzyme APOBEC-3G (Homo sapiens), Q9HC16 | AID 602310, 2012 | HeLa A3G-eYFP + Vif (tagged APOBEC3G with the HIV-1 protein that degrades it), YFP fluorescence, overnight | Potency, µM (highest dose often 46.1 µM), inactives show at the top dose activity, negative = active, usual class: inhibitors | 410,000 compounds, 0.076% hits;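 further: potency means the concentration at half of the fitted maximal effect; on the % scale 0 is the no-effect control and ±100 the full control effect; nearly all actives have a fitted effect of over 60% in size; hits raise eYFP signal because A3G escapes Vif-driven loss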
#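 HeLa cells stably expressing Vif and C-terminally eYFP-tagged A3G, seeded overnight at 37 deg C, then exposed to compound by pintool overnight at 37 deg C. Rise in yellow fluorescence (Ex 488/Em 500-530, Acumen) marks blocked Vif-driven A3G degradation.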
# Vif-APOBEC3F blk – qHTS for Inhibitors of Vif-A3F Interactions: qHTS. HeLa A3F-eYFP + Vif (tagged APOBEC3F with the HIV-1 protein that degrades it), YFP fluorescence increase. Potency, µM (titrated, usually from 46.1 µM), for inactives: at the top dose activity, negative = active. 390,000 compounds, 0.2% hits. AID 602313, 2012; further: potency means the concentration at half of the fitted maximal effect; % of control where 0% means no effect; nearly all actives have a fitted effect of over 65% in size
#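 HeLa cells stably expressing A3F-eYFP plus Vif, plated and incubated overnight at 37 deg C, then exposed to compounds overnight at 37 deg C. Blocked degradation read as raised yellow fluorescence (Ex 488/Em 500-530).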
# ERG-DNA inh – qHTS for Small Molecule Inhibitors of the ERG Ets/DNA interaction | fluorescence polarization, His-ERG Ets domain / labelled DNA | 370,000 compounds, 0.028% hits | Transcriptional regulator ERG (Homo sapiens), P11308 | AID 624246, 2012 | Potency, µM (top dose mostly 76.9 µM), without a hit: at the highest dose FP activity, negative = inhibition, usual class: inhibitors; active means well fitted inhibition curve with a large enough effect in the polarisation, with a control signal flat; inconclusive means small, poorly fitted or top-dose-only effect, or effect the other way, or a change in a side signal; inactive means no such curve, though single readings can be large or run the other way; the % refers to the polarisation;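 further: polarization taken with two DNA probes labelled with fluorescein and Texas red; potency means the concentration at half of the fitted maximal effect; % of control where 0% means no effect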
#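 His-tagged ERG Ets domain (1 uM in the protein solution; 300mM KCl, 50mM Tris-HCl, 1mM EDTA, 1mM DTT, pH 7.5) received compound, then a probe mix of 5 nM fluorescein-DNA and 100nM Texas-615-DNA. Fluorescence polarization was read for both dyes.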
# Glioma ERSR ind – qHTS for Inducers of the Endoplasmic Reticulum Stress Response (ERSR) in Human Glioma: qHTS. 420,000 compounds, 0.02% hits. U87-MG GRP78 promoter luciferase reporter, 16 h. Potency, µM, inactives show at the top dose activation, usual class: activators; further: potency means the concentration at half of the fitted maximal effect; series mostly up to about 76 µM; % of control where 0% means no effect; nearly all actives have a fitted effect of over 35% in size
#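 Stably transfected U87-MG glioma cells carrying a GRP78-based luciferase sensor; 16 h compound incubation. Luminescence end-point read 10 min after Bright-Glo addition at room temperature.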
# ALOX12 inh – Primary qHTS assay for inhibitors of human arachidonate 12S-lipoxygenase (ALOX12): Round 2 | 580,000 compounds, 1.1% hits | Potency, µM (series often up to 108 µM), inactives show at the top dose activity change, negative = inhibition, hits mostly inhibitors | purified 12hLO, xylenol orange hydroperoxide absorbance; further: potency means the concentration at half of the fitted maximal effect; on the % scale 0 is the no-effect control and ±100 the full control effect
# Target sequence (P18054 whole entry, looked up): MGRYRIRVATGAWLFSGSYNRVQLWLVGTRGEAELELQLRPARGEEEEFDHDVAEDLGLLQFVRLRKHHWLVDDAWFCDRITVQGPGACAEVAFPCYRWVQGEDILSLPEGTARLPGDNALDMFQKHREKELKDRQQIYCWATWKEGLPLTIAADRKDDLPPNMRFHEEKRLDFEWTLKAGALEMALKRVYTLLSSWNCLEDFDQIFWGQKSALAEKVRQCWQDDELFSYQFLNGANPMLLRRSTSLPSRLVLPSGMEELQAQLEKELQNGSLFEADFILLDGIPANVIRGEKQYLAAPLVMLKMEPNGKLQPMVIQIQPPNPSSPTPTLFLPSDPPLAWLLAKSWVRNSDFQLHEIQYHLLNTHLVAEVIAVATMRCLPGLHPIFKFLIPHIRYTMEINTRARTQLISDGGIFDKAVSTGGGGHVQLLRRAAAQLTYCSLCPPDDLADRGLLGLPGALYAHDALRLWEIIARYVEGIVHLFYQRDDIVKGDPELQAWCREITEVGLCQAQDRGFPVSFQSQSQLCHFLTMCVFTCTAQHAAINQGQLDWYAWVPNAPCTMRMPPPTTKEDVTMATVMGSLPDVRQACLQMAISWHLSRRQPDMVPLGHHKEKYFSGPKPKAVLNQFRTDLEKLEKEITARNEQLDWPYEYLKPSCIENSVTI
#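 Hydroperoxide product was detected by ferrous iron/xylenol orange as the 573 to 405 nm absorbance ratio. Arachidonic acid at 40 uM (final) was turned over for 30 min at room temperature by 150 nM human 12hLO, pH 7.0 Hepes buffer, after 15 min compound preincubation.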
# The depositor's hits bear a star; ? = inconclusive; / = not tested or not shown; & = joins results of further samples; [ ] = remark or other dose. Unless noted, the call rests on the fitted dose curve; in most records, active means well fitted curve in the direction sought with a large enough effect; inconclusive means small, poorly fitted or top-dose-only effect, or another doubt; inactive means no such curve, though single readings can be large; an effect the other way counts as inactive or inconclusive. An excerpt; count on the stated rates, not on these rows.
SMILES,D2 agonist,RGS4 inhibitor,LDHA inh,D2 antag,Vif-APOBEC3G blk,Vif-APOBEC3F blk,ERG-DNA inh,Glioma ERSR ind,ALOX12 inh
COC(=O)C1CN(C(=O)COc2ccc(C)cc2)c2ccccc2O1 (stereo not drawn),0.1,12.4%,-7.5,1.4,-1.3%,-43.8%,-0.3%,3.1%,0.0%
CCOC(=O)N1CCN(C(=O)CCN2C(=O)/C(=C\c3ccccc3OC)SC2=S)CC1,0.8,2.2%,-2.1,1.0,0.3%,-16.1%,-5.3%,-4.0%,/
Cc1ccccc1OCCC(=O)OCC(=O)N1CCN(S(=O)(=O)c2ccc(Cl)cc2)CC1,0.9,12.3%,-6.0,-8.3,0.1%,2.8%,-14.6%,-3.6%,-15.6%
Cc1noc(C)c1C(=O)OCC(=O)N1CCc2ccccc21,/,-52.5%,-6.9,/,-4.1%,2.0%,31.2%[activator],-3.3%,19.6%
COc1ccc(CCCc2n[nH]c(=S)n2C)cc1C,-0.3,7.7%,-5.9,-6.7,-5.1%,-5.0%,-7.4%,-1.3%,?
Cc1ccc(-c2cc(C(=O)NCC3CCCO3)no2)cc1 (stereo not drawn),-0.1,-19.0%,-0.7,-8.2,-7.0%,4.6%,9.4%,-3.3%,5.4%
CC(=O)c1cccc(NC(=O)CSc2ncc(C(=O)Nc3ccccc3)c(=O)n2C)c1,0.6,-12.3%,-10.9,-12.1,-0.2%,-16.8%,-2.7%,-0.5%,-15.2%
CCn1cc(C(=O)NCc2ccc(Cl)cc2)c(=O)c2cc(S(=O)(=O)N(C)C)ccc21,-0.5,15.0%,-11.2,32.1*,2.3%,21.6%,1.8%,1.1%,12.0%
Fc1cccc(Cc2c(-c3cccc(Cl)c3)nc3ccc(Cl)cn23)c1,/,/,-1.1,/,-1.0%,/,/,1.6%,0.4%
CC(=O)NC(c1ccco1)c1cc(F)c2cccnc2c1O (stereo not drawn),/,-0.3%,14.4,/,?,?,/,-2.0%,-20.4%
CN(C(=O)COc1ccccc1C(=O)NCCc1ccccc1)c1ccccc1,/,7.3%,-2.4,/,-7.0%,-11.4%,10.7%,6.3%,5.0%
CCOC(=O)c1sc(NC(=O)/C=C/c2ccc(F)cc2)nc1C,-1.6,-47.5%,-8.5,-9.8,-0.1%,?,2.1%,-4.7%,10.5%
CCOC(=O)NN1C(=O)c2ccccc2NC1c1cccnc1 (stereo not drawn),-0.4,-21.3%,-3.5,-30.7,2.9%,3.7%,1.8%,-2.6%,11.5%
Cc1nc(N2CCOCC2)nc2c1CCCC2,0.4,16.1%,-6.7,19.0,-0.8%,-0.1%,-1.9%,2.2%,0.0%
Cc1cc(C)cc(NC(=O)Cc2csc(COc3cccc(C)c3)n2)c1,-0.6,-5.0%,-1.2,/,4.5%,-1.7%,5.0%,-3.2%,50.1µM*
CCOC(=O)c1sc(=NC(=O)COc2ccc(Cl)cc2)n(C)c1C,-0.4,-11.1%,-4.3,-3.0,4.6%,-6.8%,11.7%,-2.0%,7.7%
C=CCC1CCCC(=O)N2CCCC12 (stereo not drawn),/,-12.3%,1.8,/,-2.0%,-17.2%,12.9%,-0.9%&-1.1%,-7.5%
O=C(CSc1nnc(-c2ccc(OC(F)F)cc2)o1)NC(=O)NCc1ccco1,-0.7,-11.9%,-0.5,1.2,-0.5%,1.4%,/,-6.1%,-19.0%[57.4 µM]
CCCCc1cc(=O)oc2c(CN3CCCC3)c(O)c(Cl)cc12,0.6,0.8%,5.0,19.0,0.2%,-4.5%,-6.5%,-4.2%,?
O=C(COC(=O)/C=C/c1cccc(C(F)(F)F)c1)NCCN1C(=O)CSC1=O,0.3,-11.2%,4.0,-45.8,-4.8%,-26.9%,9.5%,1.4%,-2.8%
COc1ccc(Cn2nnnc2C(c2cc3cc(C)ccc3[nH]c2=O)N2CCOCC2)cc1 (stereo not drawn),-1.3,-11.6%,7.1,8.2,4.0%,-5.4%,-12.8%,-4.7%,?
Cc1ccc(CCNC(=O)C2CCN(Cc3nc(-c4ccccc4C)oc3C)CC2)cc1,0.1,-33.8%,-5.1,/,-1.5%,-8.3%,3.7%,-1.1%,0.0%
Nn1c(=S)[nH]nc(Cc2ccc(O)cc2)c1=O,1.0,-13.6%,-5.2,12.5,0.0%,-0.4%,6.7%,-3.6%,?
CCOc1cccc(C2C(C(=O)c3ccc(C)o3)=C(O)C(=O)N2c2nnc(C)s2)c1 (stereo not drawn),/,4.3%,-12.5,/,-0.3%,0.8%,-5.1%,-5.9%,?

# Taken from above:
# Under ALOX12 inh, `Cc1ccc(-c2cc(C(=O)NCC3CCCO3)no2)cc1` (stereo not drawn) shows 5.4%
# Under Vif-APOBEC3F blk, `O=C(CSc1nnc(-c2ccc(OC(F)F)cc2)o1)NC(=O)NCc1ccco1` shows 1.4%
# Under ALOX12 inh, `CC(=O)NC(c1ccco1)c1cc(F)c2cccnc2c1O` (stereo not drawn) shows -20.4%

# Remaining list, next part.
SMILES,D2 agonist,RGS4 inhibitor,LDHA inh,D2 antag,Vif-APOBEC3G blk,Vif-APOBEC3F blk,ERG-DNA inh,Glioma ERSR ind,ALOX12 inh
Cc1ccc(NC(=O)c2cc(C)nc3c2c(C)nn3-c2cccc(Cl)c2C)c(C)c1,-1.1,-7.9%,-4.7,/,1.1%,2.8%,-2.7%,-1.7%,2.0%
COc1cc(/C=N/NC(=O)c2ccc(CN3c4cccc5cccc(c45)S3(=O)=O)cc2)cc(OC)c1O,0.8,-32.4%,4.5,-3.7,-7.8%,6.2%,-11.7%,-5.9%,-5.6%
CCN(Cc1ccccc1)C(=O)c1cccc(S(=O)(=O)N2CCN(Cc3ccccc3)CC2)c1,/,0.9%,2.5,/,2.1%,-19.3%,6.2%,-5.3%,-21.3%
O=C(O)CC1NC(=O)N(C2CCCCC2)C1=O (stereo not drawn),0.4,-38.7%,-1.7,-14.5,-1.4%,-7.5%,2.7%,-2.6%,-5.8%
Cc1ccc(NC(=S)NCc2cccs2)cc1,0.1,5.7%,-7.0,4.2,-0.9%,1.9%,3.0%,0.3%,0.0%
CC(C)CNC(=O)c1cccc(NC(=O)c2ccco2)c1,0.7,-7.4%,-6.5,29.6,0.2%,-7.4%,/,-5.0%,5.8%
O=C(CSc1nc2ccccc2[nH]1)NCc1ccco1,0.5,-3.3%,-3.2,-1.2,2.1%,-9.2%,/,4.4%,10.3%
Cc1ccc2oc(C(=O)Nc3ccc(S(=O)(=O)N(C)Cc4ccccc4)cc3)cc(=O)c2c1,0.2,-20.4%,-7.7&0.0,/,1.2%,0.0%,-0.8%,-2.6%,-1.0%&-3.5%
CCc1nnc(NC(=O)C2COc3ccccc3O2)s1 (stereo not drawn),-0.5,4.4%,-0.4,3.2,-0.6%,1.6%,11.8%,-5.6%,?
O=C(CCNS(=O)(=O)c1ccc2c(c1)CCN2C(=O)C1CC1)N1CCN(c2cccc(C(F)(F)F)c2)CC1,-0.3,-20.4%,1.8,/,3.9%,1.0%,-5.6%,-4.7%,-2.4%
O=C(CCc1nnc(C2CCCCC2)o1)N1CCN(C2CCCCC2)CC1,-0.5,-1.4%,-6.8,0.2,3.0%,-3.4%,2.5%,-1.5%,-8.0%
Cc1ccc(S(=O)(=O)N(CC(=O)NCc2ccncc2)Cc2ccc(F)cc2)cc1,1.2,-7.5%,-2.5,-13.4,0.6%,-20.1%,-16.1%,0.6%,-9.1%
CCC(Cc1ccccc1)NS(=O)(=O)c1c(C)nc2sccn2c1=O (stereo not drawn),0.6,8.3%,-5.8,-3.5,-0.2%,-1.0%,-3.0%,-4.4%,10.1%
CC1CCCCN1c1nc(-c2ccc(C(C)(C)C)cc2)nc2ccccc12 (stereo not drawn),-0.4,-8.7%,-2.5,/,/,/,1.2%,/,5.1%
COc1cc(C(=O)NNC(=O)Nc2ccc([N+](=O)[O-])cc2)cc(OC)c1OC,-0.3,17.7%,-4.1,11.0,1.1%,-0.2%,0.7%,-4.7%,-0.8%
O=C(COC(=O)c1cc(=O)[nH]c2ccccc12)c1cccs1,-1.3,?,-4.8,5.4,0.3%,-9.0%,21.0%,-0.2%,-21.6%
O=C(COC(=O)Cc1ccc([N+](=O)[O-])cc1)NCc1ccc2c(c1)OCO2,/,-16.8%,-1.9,/,-1.2%,3.0%,6.7%,-3.1%,?
